Source: PubChem
PI4K2A inh = PI4K2A (human) kinase inhibition; Q9BTU6; actives 0.13% (n = 420,000); purified PI4K2A, ADP-Glo luminescence, 1 h; hits give low values; activity change, negative = inhibition, % at 76.9 µM; in the data active = activity change below about -50%; inconclusive = mostly about -30% to -49%;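 note: -100% = wells without enzyme as full effect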
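In this quantitative HTS, ADP production by PI4K2A was quantified luminescently after 1 h at ambient temperature; 100 microM adenosine served as plate-quality control.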
GLS inhibitor = inhibitors of human glutaminase (GLS) | O94925 | GLS enzymatic activity, qHTS titration | Potency, µM (series often up to 45.5 µM), inactives show at the top dose activity change, negative = inhibition, hits mostly inhibitors | actives 0.21% (n = 410,000) | AID 624170; note: potency is the fitted concentration of half-maximal effect; % is set by controls: 0 for no effect and ±100 for the full control effect
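Read-out is an Amplex red fluorescence increase coupled through glutamate oxidase and HRP, measured before and after 30 min room-temperature incubation. hKGA is in 45 mM KH2PO4 (pH 8.2) with 0.02% Tween-20; glutamine added as 1mM solution.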
JMJD2A Tudor inh = blocks the human JMJD2A Tudor domain; O75164; Potency, µM (top dose mostly 114 µM), for inactives: at the highest dose activity change, negative = inhibition, actives largely listed as inhibitors; AID 504339; AlphaScreen JMJD2A-Tudor / H3K4me3 peptide binding; actives 4.4% (n = 390,000); note: potency is the fitted concentration of half-maximal effect; % is set by controls: 0 for no effect and ±100 for the full control effect; nearly all actives have a fitted effect of over 50% in size
Target sequence (O75164 whole entry, looked up, the tested form may be a part): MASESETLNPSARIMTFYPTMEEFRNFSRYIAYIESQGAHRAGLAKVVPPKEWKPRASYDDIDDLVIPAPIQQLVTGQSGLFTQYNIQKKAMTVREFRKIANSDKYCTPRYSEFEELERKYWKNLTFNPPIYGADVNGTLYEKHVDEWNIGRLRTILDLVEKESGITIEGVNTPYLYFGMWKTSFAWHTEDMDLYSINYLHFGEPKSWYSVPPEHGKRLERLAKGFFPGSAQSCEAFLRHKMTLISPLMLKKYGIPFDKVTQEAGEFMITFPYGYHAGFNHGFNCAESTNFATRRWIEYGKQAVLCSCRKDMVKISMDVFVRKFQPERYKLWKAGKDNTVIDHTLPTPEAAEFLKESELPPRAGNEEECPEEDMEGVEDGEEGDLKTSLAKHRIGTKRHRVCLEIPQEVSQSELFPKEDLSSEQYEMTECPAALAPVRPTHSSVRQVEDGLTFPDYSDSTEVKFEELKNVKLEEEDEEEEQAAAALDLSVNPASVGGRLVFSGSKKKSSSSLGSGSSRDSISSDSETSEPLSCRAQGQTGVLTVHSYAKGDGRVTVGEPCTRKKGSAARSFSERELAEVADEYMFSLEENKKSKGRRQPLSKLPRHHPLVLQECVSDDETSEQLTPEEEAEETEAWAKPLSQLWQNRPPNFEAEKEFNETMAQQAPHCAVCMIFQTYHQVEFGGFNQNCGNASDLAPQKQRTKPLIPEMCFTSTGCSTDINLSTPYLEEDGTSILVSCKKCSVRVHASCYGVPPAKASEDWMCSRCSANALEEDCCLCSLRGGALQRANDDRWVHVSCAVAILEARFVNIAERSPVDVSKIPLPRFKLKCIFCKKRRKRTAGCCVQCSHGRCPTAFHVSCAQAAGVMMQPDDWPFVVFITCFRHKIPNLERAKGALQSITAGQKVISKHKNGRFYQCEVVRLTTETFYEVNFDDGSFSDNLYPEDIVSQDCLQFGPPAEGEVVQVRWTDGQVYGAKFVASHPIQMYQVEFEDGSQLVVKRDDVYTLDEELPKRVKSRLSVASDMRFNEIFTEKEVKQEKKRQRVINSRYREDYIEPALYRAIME
BAZ2B block = BAZ2B (human) inhibition; Potency, µM (top dose mostly 114 µM), inactives show at the highest dose activity change, negative = inhibition, usual class: inhibitors; AlphaScreen BAZ2B-H3K14Ac peptide displacement; actives 4.4% (n = 360,000); Q9UIF8; AID 504333; note: potency is the fitted concentration of half-maximal effect; % is set by controls: 0 for no effect and ±100 for the full control effect; nearly all actives have a fitted effect of over 60% in size
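Protein-peptide AlphaScreen: BAZ2B 50 nM, b-H3K14Ac 50 nM, 1x PBS pH 7.4 + 0.01% Tween-20. Preincubation 30 min RT; cpd 30 min RT (top 110 uM); beads 20 min RT, light-protected.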
12-LOX inh = ALOX12 (human) lipoxygenase inhibition; actives 1.1% (n = 580,000); Potency, µM (titrated, usually from 108 µM), for the others: at the top dose activity change, negative = inhibition, usual class: inhibitors; purified 12hLO, xylenol orange hydroperoxide absorbance; note: potency is the fitted concentration of half-maximal effect; % is set by controls: 0 for no effect and ±100 for the full control effect
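Purified human 12hLO (150 nM final) in 25 mM Hepes, 0.01% Triton X-100, pH 7.0 was preincubated 15 min at room temperature with compound. Then 40 uM arachidonic acid was added, 30 min. Hydroperoxide was read by Fe-XO absorbance ratio 573/405 nm.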
ERG-DNA inh = ERG Ets/DNA interaction inhibition. P11308. fluorescence polarization, His-ERG Ets domain / labelled DNA. Potency, µM (series often up to 76.9 µM), without a hit: at the top dose FP activity, negative = inhibition, usual class: inhibitors. actives 0.028% (n = 370,000); active = well fitted inhibition curve with a large enough effect in the polarisation, with a control signal flat; inconclusive = small, poorly fitted or top-dose-only effect, or effect the other way, or a change in a side signal; inactive = no such curve, though single readings can be large or run the other way; the % refers to the polarisation;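 note: polarization taken with two DNA probes labelled with fluorescein and Texas red; potency is the fitted concentration of half-maximal effect; % of control where 0% means no effect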
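His-tagged ERG Ets domain (1 uM in the protein solution; 300mM KCl, 50mM Tris-HCl, 1mM EDTA, 1mM DTT, pH 7.5) received compound, then a probe mix of 5 nM fluorescein-DNA and 100nM Texas-615-DNA. Fluorescence polarization was read for both dyes.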
RGS4 inhibitor = inhibitors of human regulator of G protein signaling 4; actives 0.039% (n = 390,000); Transcreener GDP fluorescence polarization, RGS4-accelerated GTP hydrolysis; Potency, µM (highest dose often 114 µM), without a hit: at the top dose activity change, negative = inhibition, actives largely listed as inhibitors; P49798; note: potency is the fitted concentration of half-maximal effect; % is set by controls: 0 for no effect and ±100 for the full control effect; nearly all actives have a fitted effect of over 75% in size; some results filed as inactive show a strong effect at the top dose
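MLSMR compounds (23 nl, pin-transferred) preincubated 10 min at room temperature with a 500nM (2x) first reagent, then RGS4 at 900nM (2x) plus Transcreener GDP mix added; fluorescence polarization (620/688 nm) read before and after 90 min at 30 °C.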
G9a block = inhibitors of human histone lysine methyltransferase G9a; G9a H3K9 monomethylation, AlphaScreen, 2 h; Potency, µM (titrated, usually from 102 µM), without a hit: top-dose activity, negative = inhibition, actives largely listed as inhibitors; actives 8.8% (n = 350,000); AID 504332; note: potency is the fitted concentration of half-maximal effect; % is set by controls: 0 for no effect and ±100 for the full control effect; nearly all actives have a fitted effect of over 75% in size
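Enzyme 20 nM + cpd, 15 min RT; add b-H3K9 pep 500 nM / SAM 20 uM; 2 h RT; anti-H3K9me1 Ab 0.5 ug/mL + SA donor / anti-rabbit acceptor beads 20 ug/mL each, 10 min; AlphaScreen read.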
HP1b chromo inh = HP1-beta chromodomain-methylated histone interaction inhibition. AlphaScreen HP1-beta / biotin-H3K9me3 peptide binding. Potency, µM (top dose mostly 114 µM), for the others: top-dose activity change, negative = inhibition, actives largely listed as inhibitors. actives 0.56% (n = 390,000). AID 540317; note: potency is the fitted concentration of half-maximal effect; nearly all actives have a fitted effect of over 70% in size; inactives centre near 23
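Compound inhibition of the preformed complex between 50 nM HP1-beta and 50 nM biotinylated H3K9me3 peptide was read by AlphaScreen. Buffer was PBS pH 7.4 with 0.01% Tween-20. Incubations ran 30 min at room temperature, with 10 ug/mL donor/acceptor beads.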
* hit, by the source's call; u = inconclusive; x = not tested or not shown; & = joins results of further samples; [ ] = dose if it differs, or a comment. Unless noted, calls come from the whole dose curve; as a rule, active = well fitted curve in the direction sought with a large enough effect; inconclusive = small, poorly fitted or top-dose-only effect, or another doubt; inactive = no such curve, though single readings can be large; an effect the other way counts as inactive or inconclusive. These rows are one share of the data, so the mix of outcomes need not match the whole.

SMILES	PI4K2A inh	GLS inhibitor	JMJD2A Tudor inh	BAZ2B block	12-LOX inh	ERG-DNA inh	RGS4 inhibitor	G9a block	HP1b chromo inh
Cc1ccc(-c2nn(C)c(=O)c3ccccc23)cc1CNC(=O)NC1CCCCC1	-10	0%	-25%	-17%	0%	-16%	-40%	-49%	-16%
O=C(COc1ccc(Br)cc1)NCCCN1CCCC1=O	-2	-7%	-13%	7%	3%	3%	-3%	19%[59 µM]	34%
CC1=NN(C(=O)c2nn(C)cc2Br)C(O)(C(F)(F)F)C1 (stereo not drawn)	3	13%	-14%	4%	9%	x	2%	-1%	22%
COc1cc(OC)c(C(=O)OCC(=O)Nc2ccccc2Cl)cc1OC	-2	-15%	-6%	2%	14%	-4%	-11%	-34%	12%
COc1ccc(C(NC(=O)c2ccco2)c2ccc(OC)c(OC)c2)cc1OC	8	-6%	-6%	10%	2%	0%	-13%	4%	26%
O=C(c1cccc(S(=O)(=O)N2CCCCCC2)c1)N1CCN(c2ccccc2)CC1	0	4%	-6%	-27%	1%	1%	12%	-3%	31%
Cc1ccsc1C(=O)Nc1ccc(C(=O)O)cc1	-74*	7%	-18%	5%	-15%	-9%	27%	-8%	18%
Cc1nc2ccc(S(=O)(=O)CCC(=O)Nc3ccc(Cl)cc3)cc2s1	-3	7%	2%	-4%	-13%	5%	-15%	-3%[59 µM]	32%
O=C(CN1C(=O)NC2(CCCc3ccccc32)C1=O)N1CCc2ccccc2C1 (stereo not drawn)	4	8%	-10%	-4%	-11%	-9%	39%	3%[59 µM]	6%
C[n+]1cccc2c(Br)ccc([O-])c21	-61*	-16%	-29%	22%	16%	-2%	-45%	x	24%
COc1cccc(NC(=O)N2CCN(S(C)(=O)=O)CC2)c1	2	-11%	0%[11.4 µM]	-1%	-2%	7%	4%	29%	34%[activator]
CCCCNC(=O)c1cc2nc(-c3ccccc3)cc(C(F)(F)F)n2n1	1	0%	9%	3%	0%	2%	1%	38%	48%[activator]
O=C(Nc1ccc2nn(-c3ccc(F)cc3)nc2c1)c1cccc2c(Cl)cccc12	1	-19%	-7%	-15%	u	9%	10%	-19%[59 µM]	22%
CCCn1c(SC(C)C(=O)NC2CC2)nnc1-c1ccncc1 (stereo not drawn)	2	-3%	-7%	9%	1%	3%	1%	-4%[59 µM]	40%[activator]
O=C1c2ccccc2C(=O)C1C(=O)C1CC1	-6	-1%	-31%	x	u	0%	2%	x	-25%
COc1ccc2c(c1OC)C(=O)OC2Nc1nc(-c2cc3cc(Br)ccc3oc2=O)cs1 (stereo not drawn)	-7	-13%	-1%	-1%	u	-18%	-11%	22%[59 µM]	2%
COc1ccc(Br)c2c1-c1nc(NC(=O)c3cccc(C)c3)sc1C2	-12	17%	u	u	u	1%	u	u	-7%
Cc1ccc(C)c(NC(=O)C2CCN(c3ncnc4c3nc3n4CCCCC3)CC2)c1	-9	0%	7%	1%	-23%	-6%	-4%	10%[59 µM]	11%
O=C(C1=C[C@@H](C2CC2)C[C@@H](OCCCCO)O1)N1CCN(Cc2ccc3c(c2)OCO3)CC1	2	4%	-28%	-19%	-1%	5%	0%	12%[12.7 µM]	12%
O=C(NCCc1ccccc1)c1ccc(=O)[nH]c1	2	3%	-16%	20%	0%	3%	-1%	-7%[12.7 µM]	10%
COc1cc2c(cc1OC)C(c1ccc(-c3ccccc3Cl)o1)=NCC2	-6	17%	u	28µM*	40µM*	3%	-47%	7.1µM*	u
CO/N=C/c1ccc(N2CCN(C(=O)c3cccc(C(F)(F)F)c3)CC2)c([N+](=O)[O-])c1	3	-17%	u	u	0%	-6%	-4%	u	-29%
Cc1cc(C)n(-c2ccc(C(=O)OCc3ccccc3)cc2)n1	2	6%	124%[activator]	92%[activator]	1%	-1%	-18%	102%[activator]	140%[activator]
C=CCn1c(=O)c2ccccc2n2c(SCC(C)=O)nnc12	-1	2%	-13%	7%	0%	3%	-6%	9%	7%
CCOc1ccc(S(=O)(=O)N2CCCC(C(=O)NCc3ccncc3)C2)cc1C (stereo not drawn)	-7	1%	5%	-4%	12%	16%	1%	-11%	24%

Entries of single compounds, looked up by structure. Order of screens: PI4K2A inh | GLS inhibitor | JMJD2A Tudor inh | BAZ2B block | 12-LOX inh | ERG-DNA inh | RGS4 inhibitor | G9a block | HP1b chromo inh
O=C(NCCc1ccccc1)c1ccc(=O)[nH]c1 is listed with 2 | 3% | -16% | 20% | 0% | 3% | -1% | -7%[12.7 µM] | 10%
Cc1ccsc1C(=O)Nc1ccc(C(=O)O)cc1 is listed with -74* | 7% | -18% | 5% | -15% | -9% | 27% | -8% | 18%
Cc1nc2ccc(S(=O)(=O)CCC(=O)Nc3ccc(Cl)cc3)cc2s1 is listed with -3 | 7% | 2% | -4% | -13% | 5% | -15% | -3%[59 µM] | 32%

More results follow:
SMILES	PI4K2A inh	GLS inhibitor	JMJD2A Tudor inh	BAZ2B block	12-LOX inh	ERG-DNA inh	RGS4 inhibitor	G9a block	HP1b chromo inh
O=C(O)CCCn1cc(NC(=O)c2sc3ccccc3c2Cl)cn1	-1	-2%	-14%	-37%	10%	16%	0%[56.9 µM]	-47%	65%[activator]
CCSc1n[nH]c(=O)[nH]c1=O	1	0%	0%	-1%	0%	2%	-20%	9%[59 µM]	35%[activator]
COc1ccc(SCCN2CCN(CC(C)C)CCC2=O)cc1	0	1%	-17%&-17%	1%	193%[activator]	-1%	-35%&11%	15%[59 µM]	41%&37%[activator]
CCn1ncc(NC(=S)NCCc2ccccc2)c1C(N)=O	2	-1%	-18%	-16%	-15%	-3%	-26%	-46%	24%
Cc1ccc(CNS(=O)(=O)c2c(C(=O)N3CCCCC3)c(C)n(C)c2C)o1	-13	-2%	-28%	-15%[57.1 µM]	-26%	-7%	37%[11.4 µM]	18%	-11%
O=C(C1CCN(S(=O)(=O)c2cnc[nH]2)CC1)N(CCc1ccccc1)Cc1ccccc1	-4	-1%	-8%	0%	13%	-6%	7%	-32%	33%
Cc1ccnc(NS(=O)(=O)c2ccc(NC(=O)c3nc(SC(C)C)ncc3Cl)cc2)n1	10	2%	-13%	-14%	u	0%	-15%	-23%[59 µM]	33%
Cc1ccc2c(CC(=O)NNC(=O)c3ccncc3)coc2c1	4	8%	-23%	5%	-28%	12%	-2%	4%	-3%
CC1CCCC(NS(=O)(=O)c2cc3c(cc2Cl)NC(=O)CO3)C1C (stereo not drawn)	7	-7%	-7%	0%	7%[57.4 µM]	-12%	-23%	-11%	47%[activator]
O=C(NCc1ccccc1Cl)c1ccc(NC2=NC3CS(=O)(=O)CC3S2)cc1 (stereo not drawn)	-2	3%	-4%	-3%	21%	17%	20%	32%[59 µM]	34%[activator]
Cc1ccc(Cl)cc1N1CCN(C(=O)c2cc3c(=O)n(C)c4ccccc4c3n2C)CC1	-4	1%	3%	11%	378%[activator]	5%	-3%	-7%	39%
CC(=O)c1ccc(NC(=O)CN2C(=O)COc3ccc(Cl)cc32)cc1	-4	-6%	-25%	8%	88%[activator]	-3%	5%	11%	38%
Cc1ccc(-c2nnn(CC(=O)N(Cc3ccccc3)C(C(=O)NC3CCCC3)c3ccncc3)n2)o1 (stereo not drawn)	1	-7%	-7%	-3%	u	-3%	-20%	22µM*	48%[activator]
CCSc1nnc(NC(=O)C(Cc2ccccc2)n2cccc2)s1 (stereo not drawn)	1	1%	-12%	-3%	-10%	1%	-22%	12%	71%[activator]
COc1cc(C(=O)NCCC(=O)NCCN2CCOCC2)cc(OC)c1OC	1	3%	-2%	1%	5%	1%	41%	-43%	7%
COc1ccc(C)cc1NC(=O)c1cc(S(=O)(=O)N2CCCCC2)ccc1N1CCOCC1	3	-2%	-19%	-5%	10%	-5%	11%	24%[2.33 µM]	17%
Cc1nc(Nc2ccc(Cl)cc2)c2nnn(Cc3ccccc3)c2n1	0	3%	18µM*	2%	-25%	0%	u	-4%	-6%
Cc1ccc(C)c(NC(=S)NC(NC(=O)Cc2ccccc2)C(Cl)(Cl)Cl)c1 (stereo not drawn)	-1	3%	-9%	-7%	0%	-4%	-46%	-44%[12.7 µM]	-4%
COc1ccc2c(c1)[nH]c1c(=O)n(CCN3CCCC3)cnc12	-3	22%	-4%	5%	-7%	-2%	-34%	4%[2.33 µM]	31%
CC(=O)Nc1ccc(N2C(=O)c3cccc(NC(C)=O)c3C2=O)cc1	2	-5%	1%	-3%	-3%	7%	-12%	9%[59 µM]	36%
Cc1oc(-c2ccc(Cl)cc2)nc1CN1CCCC(C(=O)N2CCN(C(=O)c3ccco3)CC2)C1 (stereo not drawn)	2	4%	-29%	-7%	232%[activator]	-1%	9%	u	44%[activator]
O=C(COc1coc(CN2CCCc3ccccc32)cc1=O)Nc1ccccc1	-5	5%	-5%	-7%	-21%	0%	-3%	-33%	19%
COc1cc(/C=N/NC(=O)c2cccc([N+](=O)[O-])c2)cc(OC)c1O	5	52%[activator]	-7%	2%	-8%	-2%	-29%	u	38%
C=CCn1c(=NC(=O)c2cc(Cl)sc2Cl)sc2cc(S(N)(=O)=O)ccc21	-5	-9%	-9%	-2%	u	5%	-14%	10%[59 µM]	17%
N#C/C(=C\c1ccccn1)c1nc2ccccc2s1	2	-10%	-6%	-9%	32µM*	39%[activator]	-35%	0%	25%
Cc1noc(C)c1COC(=O)CCc1nc2ccccc2c(=O)[nH]1	-2	4%	-14%	1%	0%	-6%	9%	u	34%
Cc1cc(NC(=O)CCC(=O)N(CC(=O)NC2CCCC2)c2ccc(F)c(Cl)c2)no1	-1	0%	-11%	2%	21%	-7%	16%	39%	-2%
